CCR6 antagonist = CCR6 receptor antagonists, primary screen, cell-based, CHO-K1, luminescence, beta-arrestin, uHTS; C-C chemokine receptor type 6 (Homo sapiens), P51684; CHO-K1 CCR6 PathHunter beta-arrestin, CCL20-stimulated; inhibition, % at 20 µM; 340,000 tested, 0.49% active; AID 493098, 2011;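 active = compounds whose inhibition of the agonist-driven luminescence signal at 20 µM reaches about 50%, limit read from the data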;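 also: cells stimulated with CCL20 at 14 nM final; plate controls were DMSO with CCL20 for no effect and DMSO without agonist for full effect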
Target sequence (P51684 whole entry, looked up): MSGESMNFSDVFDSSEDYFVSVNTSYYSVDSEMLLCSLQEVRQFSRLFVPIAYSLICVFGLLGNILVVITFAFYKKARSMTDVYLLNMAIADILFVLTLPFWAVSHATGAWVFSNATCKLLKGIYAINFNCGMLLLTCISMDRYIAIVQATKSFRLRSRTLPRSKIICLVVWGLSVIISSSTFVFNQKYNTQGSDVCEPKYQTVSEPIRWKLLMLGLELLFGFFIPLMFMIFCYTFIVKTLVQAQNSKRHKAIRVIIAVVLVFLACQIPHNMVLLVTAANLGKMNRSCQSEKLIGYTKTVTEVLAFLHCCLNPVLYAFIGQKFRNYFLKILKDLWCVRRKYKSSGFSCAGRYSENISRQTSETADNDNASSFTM
NR3A LBD binder = binders of NR3A ligand-binding domain, primary screen, biophysical, differential scanning fluorimetry, uHTS; Glutamate receptor ionotropic, NMDA 3A (GRIN3A) ligand-binding domain; NR3A LBD differential scanning fluorimetry, Tm shift; 0% = protein alone, 100% = glycine-bound protein; Tm shift relative to glycine control, % at 25 µM; 340,000 tested, 2.5% active; AID 1259313, 2017;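 active = melting temperature shift of at least 10% of the positive control shift, at one fixed dose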
CXCR6 inh = CXCR6 receptor inhibitors, primary screen, cell-based, beta-arrestin, luminescence, CHO-K1 PathHunter, 1536-well | C-X-C chemokine receptor type 6 (Homo sapiens), O00574 | inhibition, % at 20 µM | 360,000 tested, 0.36% active | AID 602244, 2012; in the data active = inhibition above about 34%, passing the limit was not always enough;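 also: antagonist mode with CXCL16 agonist at 10 nM final; 0% = 10 nM CXCL16 with DMSO and 100% = unstimulated wells without agonist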
Target sequence (O00574 whole entry, looked up): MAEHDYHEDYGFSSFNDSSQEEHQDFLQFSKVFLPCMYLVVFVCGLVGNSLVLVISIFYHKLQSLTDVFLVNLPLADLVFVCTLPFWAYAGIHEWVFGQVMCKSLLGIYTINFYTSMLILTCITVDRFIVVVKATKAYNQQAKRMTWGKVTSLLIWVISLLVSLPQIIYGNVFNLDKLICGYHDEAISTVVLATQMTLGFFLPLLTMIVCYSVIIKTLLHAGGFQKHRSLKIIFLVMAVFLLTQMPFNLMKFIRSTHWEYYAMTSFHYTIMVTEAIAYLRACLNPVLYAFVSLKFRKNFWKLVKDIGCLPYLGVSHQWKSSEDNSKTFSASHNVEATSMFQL
MPTP block = mitochondrial permeability transition pore inhibitors, primary screen, biochemical, isolated mouse mitochondria, absorbance. Ca2+ swelling absorbance, 30 min. inhibition, % at 10 µM. 360,000 tested, 1.4% active. AID 602449, 2012;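 active = inhibition of 50% or more, scaled per plate between neutral and stimulator controls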;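 also: 0% = DMSO wells given calcium and 100% = 1 mM EGTA wells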
APOBEC3A inh = APOBEC3A ssDNA deaminase inhibitors, primary screen, selectivity assay for APOBEC3G inhibitor project, biochemical, FAM/TAMRA oligo cleavage fluorescence; 330,000 tested, 0.41% active; inhibition, % at 20 µM; recombinant A3A, FAM/TAMRA ssDNA deamination fluorescence;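 active = at least 40% inhibition at 20 µM here, with at most 30% in a related deaminase screen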;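 also: plate controls were A3A with DMSO for no effect and wells lacking A3A enzyme for full effect; some results filed as inactive read as strong as hits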
Gli-Sufu block = Gli-Sufu pathway antagonists, primary screen, luciferase luminescence, Sufu-KO-LIGHT cells, uHTS; 340,000 tested, 0.74% active; AID 588413, 2011; Sufu-KO-LIGHT fibroblasts, Gli luciferase reporter luminescence; inhibition, % at 5 µM;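 active = inhibition above about 55%, limit read from the data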;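 also: 0% = DMSO-treated cells and 100% = wells with medium but no cells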
EBI2 antag = EBI2 receptor antagonists, beta-arrestin recruitment, primary screen, cell-based, luminescence, 7a,25-OHC stimulation, uHTS; 7a,25-OHC stimulated; G-protein coupled receptor 183 (Homo sapiens), P32249; 360,000 tested, 0.81% active; inhibition, % at 5 µM; in the data active = inhibition above about 38%;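 also: enzyme fragment complementation signal reports receptor beta-arrestin coupling in cells; 0% = agonist plus DMSO wells and 100% = wells without agonist; some results beyond the cut were filed as inactive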
Target sequence (P32249 whole entry, looked up, the tested form may be a part): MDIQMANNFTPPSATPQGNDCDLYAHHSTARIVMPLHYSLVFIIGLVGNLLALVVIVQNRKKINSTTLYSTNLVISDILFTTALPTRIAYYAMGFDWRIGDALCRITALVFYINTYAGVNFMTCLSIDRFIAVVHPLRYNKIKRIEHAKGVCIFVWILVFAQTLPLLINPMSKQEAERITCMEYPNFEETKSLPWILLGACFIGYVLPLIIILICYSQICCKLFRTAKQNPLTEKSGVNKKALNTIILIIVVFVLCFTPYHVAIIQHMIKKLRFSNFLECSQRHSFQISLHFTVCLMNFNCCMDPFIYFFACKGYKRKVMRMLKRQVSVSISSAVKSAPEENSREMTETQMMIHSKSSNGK
APOBEC3G inh = APOBEC3G DNA deaminase inhibitors, primary screen, biochemical, fluorescence, single-stranded DNA substrate, uHTS. DNA dC->dU-editing enzyme APOBEC-3G (Homo sapiens), Q9HC16. recombinant A3G, ssDNA deamination FAM/TAMRA fluorescence. 330,000 tested, 0.28% active. inhibition, % at 20 µM;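 active = inhibition of at least 40% at 20 µM, with no more than 30% in the related APOBEC3A deaminase screen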;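 also: plate controls were DMSO wells with A3G for no effect and wells lacking A3G enzyme for full effect; some compounds called inactive have numbers as strong as hits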
* = called active by the depositor; . = no result given.

SMILES | CCR6 antagonist | NR3A LBD binder | CXCR6 inh | MPTP block | APOBEC3A inh | Gli-Sufu block | EBI2 antag | APOBEC3G inh
Cc1ccnc(SC2CC(=O)N(c3ccc([N+](=O)[O-])cc3)C2=O)n1 (centres undefined) | -7 | -3 | -4 | 0.5 | -4 | 6 | -7 | -3
Cc1ccc2c(C)c(C(=O)Nc3cccnc3)oc2c1 | 2 | -2 | 2 | -1.3 | 1 | -38 | -11 | -12
O=C(c1ccccc1Cc1ccccc1)N1CCN(S(=O)(=O)c2ccc(F)cc2)CC1 | 6 | 3 | 11 | 1.3 | -2 | 6 | 4 | -6
O=C(CCCNC(=O)/C(=C\c1ccccc1F)NC(=O)c1ccccc1)OCc1ccccc1 | 14 | 2 | -3 | -1.3 | 2 | -5 | 7 | 0
CC(=O)c1ccc(Oc2ncnc3sccc23)c(CN2CCOCC2)c1 | -6 | 4 | 9 | -0.2 | 3 | 8 | -6 | -3
CCOC(=O)N1CCC(NS(=O)(=O)c2ccc3c(c2)CCN3C(C)=O)CC1 | -18 | 1 | -6 | -3.3 | 2 | 2 | -5 | 0
Cc1ccc(S(=O)(=O)N(C)C)cc1NC(=O)CN1C(=O)NC2(CCCCCC2)C1=O | 16 | -1 | 4 | -1.4 | 2 | -4 | 8 | -7
O=C(NNC(=O)c1ccccc1OCc1ccccc1)c1ccccc1F | 13 | 10* | 4 | 0.1 | -3 | -2 | -8 | -3
Cc1ccccc1Nc1c(-c2ccccn2)nc2ccccn12 | 30 | -3 | 21 | -0.6 | 1 | -3 | 14 | 0
CCC(C)NCCCCOc1ccc(Cl)cc1C (centres undefined) | 13 | 0 | -4 | 1.3 | 0 | 20 | 4 | -9
O=C(NCc1ccccc1)C(c1ccccn1)N(C(=O)c1csnn1)c1ccccc1F (centres undefined) | 5 | -3 | 7 | -0.3 | -2 | -16 | 9 | -8
CC(C)C(NC(=O)c1cccs1)C(=O)NC1CCCCC1 (centres undefined) | -5 | -1 | 3 | -1.9 | -1 | -1 | 7 | -5
c1ccc2c(c1)oc1c(Nc3ccc(CN4CCOCC4)cc3)ncnc12 | 3 | -6 | -18 | 6.8 | 0 | 14 | -8 | -8
O=C(Nc1nnc(SCC(=O)N2CCCCC2)s1)C1CCCCC1 | 3 | -1 | 5 | -0.4 | -4 | -4 | -10 | -4
Cn1cnc2c1c(=O)[nH]c(=O)n2Cc1ccccc1 | 0 | 10* | 6 | 0.8 | -5 | 0 | -1 | -5
O=C(O)Cc1csc(NC(=O)c2ccco2)n1 | 2 | -10 | -9 | -1.9 | 1 | -3 | -1 | -6
CC(=O)Nc1ccccc1C(=O)N1CCN(Cc2ccc3c(c2)OCO3)CC1 | -5 | 3 | -4 | 0.1 | -3 | -3 | -13 | -6
Cc1cc(=O)oc2ccc(OCC(=O)O)cc12 | 6 | 0 | 1 | -0.6 | -1 | 7 | -8 | -4
C[C@@H]1COC(=O)CCC/C=C\C[C@@H](CC(=O)N(CCO)Cc2ccccc2)C(=O)N1 | 10 | 2 | 1 | 1.3 | -1 | 3 | -2 | -3
COc1ccc(C2(CCN=Cc3ccc(N(C)C)cc3)CCOC(C)(C)C2)cc1 (centres undefined) | 1 | -3 | -3 | 3.8 | 3 | -7 | 2 | 10
Cc1c(CCOC(=O)c2ccccc2)sc[n+]1CC(=O)c1ccc(Br)cc1 | 25 | 0 | 0 | -0.8 | 20 | -3 | 12 | 1
COCCN1C(=O)/C(=C2/C(=O)N(CC(=O)Nc3ccccc3Cl)c3ccccc32)SC1=S | 16 | -1 | 2 | 5.6 | 1 | -8 | -16 | 1
COc1ccc(C)cc1NC(=O)c1cc(S(=O)(=O)N2CCOCC2)cn1C | 8 | -3 | 2 | -0.6 | -3 | 1 | -2 | -2
CN1CCN(C(=O)c2cc3ccccc3oc2=O)CC1 | -8 | 0 | 0 | -0.1 | -2 | 2 | -14 | -5
C/C(=N\NC(=O)c1cccc(S(=O)(=O)N2CCOCC2)c1)c1ccc(C#N)cc1 | 9 | 4 | -6 | 1.8 | 3 | 1 | 2 | -3
O=C(OC(c1ccc(NS(=O)(=O)c2ccccc2)cc1)(C(F)(F)F)C(F)(F)F)c1ccccc1 | 10 | -1 | -4 | 19 | 3 | -7 | -47 | -1
CCc1cccc(CC)c1NC(=S)NCCc1c(C)[nH]c2ccc(C)cc12 | 26 | -2 | 11 | -0.2 | 1 | 9 | 29 | -4
Cc1nn(-c2ccccc2)c(C)c1C(=O)NCCc1ccccc1 | 12 | 1 | 7 | 0.6 | -4 | -43 | -5 | -11
COc1ccc(NC(=O)c2csc3c2CCCCC3)c(OC)c1 | -4 | 5 | -7 | 1.0 | 1 | 39 | 16 | -4
O=C(Cn1cnc2ccccc21)N/N=C/c1cccnc1 | 1 | 1 | -7 | 1.7 | 1 | -6 | 6 | -2
Cc1cc(=O)oc2cc(Oc3ccc([N+](=O)[O-])cc3[N+](=O)[O-])ccc12 | 8 | 1 | -16 | 1.0 | -1 | 3 | -13 | -5
Cc1cccc(C(=O)Nc2ccc(C(=O)N/N=C/c3cccc(C)n3)cc2)c1 | 3 | -14 | -8 | -0.9 | -5 | -16 | -7 | -7
O=C(C(Cl)Cl)N1CCN(Cc2ccc3c(c2)OCO3)CC1 | -7 | -1 | 3 | 0.0 | 4 | 0 | 1 | -2
CCn1c(CCNC(=O)c2ccccc2Cl)n[nH]c1=S | -12 | 1 | 4 | -0.8 | -4 | -3 | -8 | -5
CCOc1c(Cl)cc(CNC(C)(C)CC(C)(C)C)cc1OC | -6 | -2 | -8 | 2.2 | 3 | 47 | -8 | -2
CCCCNC(=O)N1CCN(c2ccccc2OC)CC1 | 6 | 0 | -3 | -1.1 | -5 | -3 | -4 | -7
Cc1ccc(S(=O)(=O)NCC(=O)Nc2ccc3c(c2)OCO3)cc1 | -14 | -1 | -2 | 0.1 | -2 | -17 | -6 | -4
Cc1nc(NC(=O)c2cncc(Br)c2)ccc1Br | 3 | 1 | 2 | 0.7 | -2 | -39 | 0 | -3
COc1ccccc1N1CCN(C2CCCN(C(=O)c3ccoc3C)C2)CC1 (centres undefined) | 16 | -2 | 3 | 0.2 | -3 | 7 | 4 | -11
O=C(Nc1nc2ccccc2s1)c1ccc(OCC2CCCO2)cc1 (centres undefined) | -7 | 9 | -1 | 0.2 | 2 | . | -1 | -4

Molecules from the list above containing bromine (2):
SMILES | CCR6 antagonist | NR3A LBD binder | CXCR6 inh | MPTP block | APOBEC3A inh | Gli-Sufu block | EBI2 antag | APOBEC3G inh
Cc1c(CCOC(=O)c2ccccc2)sc[n+]1CC(=O)c1ccc(Br)cc1 | 25 | 0 | 0 | -0.8 | 20 | -3 | 12 | 1
Cc1nc(NC(=O)c2cncc(Br)c2)ccc1Br | 3 | 1 | 2 | 0.7 | -2 | -39 | 0 | -3

More structures.
SMILES | CCR6 antagonist | NR3A LBD binder | CXCR6 inh | MPTP block | APOBEC3A inh | Gli-Sufu block | EBI2 antag | APOBEC3G inh
COC(=O)NCc1ccc(S(=O)(=O)N2CCOCC2)cc1 | 10 | -10 | -2 | -0.8 | -6 | 4 | -2 | -2
O=C(NCCc1c[nH]c2ccccc12)Nc1cccc2ccccc12 | 5 | 18* | -18 | -3.0 | -4 | 7 | 16 | -3
O=C(NNC(=O)C1C2CCCCC21)c1coc(=O)c(Br)c1 (centres undefined) | 13 | -4 | -15 | 3.6 | 9 | -2 | 3 | 4
CC(C)C(c1nnnn1Cc1cccs1)N1CCN(c2ccccc2)CC1 (centres undefined) | -21 | 2 | 2 | -0.3 | -6 | -2 | 14 | -7
O=C(O)CCc1ccc(-c2cccs2)o1 | -3 | 0 | -8 | 0.8 | 13 | 0 | -10 | 23
Cc1ccc(CNc2cc(C(=O)O)ccc2Cl)s1 | 8 | -2 | 4 | 2.2 | -5 | 8 | -1 | -6
CCOCCOc1nc(C)cc(C)c1S(=O)(=O)c1ccccc1C | 13 | -2 | -4 | 1.3 | -1 | 8 | 2 | -5
CC(C)NC(=O)CN(C(=O)CCC(=O)Nc1nccs1)c1ccc(C(C)C)cc1 | 17 | -4 | 1 | 1.3 | -1 | -25 | 11 | -3
Cc1ccc(C)c(N2CCN(c3ncccc3[N+](=O)[O-])CC2)c1 | 26 | 8 | -5 | -0.4 | -2 | 28 | 20 | -9
O=C(CCc1ccc(S(=O)(=O)N2CCOCC2)cc1)NCCCN1CCCC1=O | -16 | -2 | 1 | 1.1 | 0 | 5 | 7 | -6
CN(C)/C=C/C(=O)c1cccc(Oc2ncccn2)c1 | 10 | 0 | -2 | 0.8 | -3 | -1 | -17 | -7
Cc1cc(C)n2nc(CNS(=O)(=O)c3cccc([N+](=O)[O-])c3)nc2n1 | 1 | 1 | 3 | -0.3 | -2 | -6 | -10 | -4
COc1cc(/C=N/N=C2/C(=O)Nc3ccccc32)ccc1O | 56* | -3 | 14 | 2.9 | 4 | -1 | -27 | -4
Cc1cccc(Cn2c(N(C)CCO)nc3c2c(=O)[nH]c(=O)n3C)c1 | 0 | 0 | 0 | 0.0 | -6 | -3 | -7 | -3
CCOc1ccc(-c2cc(N3C(=O)Nc4ccccc4N3O)on2)cc1 | 18 | 2 | -4 | 0.6 | -2 | 9 | -5 | -4
Fc1ccc(-c2cn3cc(C(F)(F)F)cc(Cl)c3n2)cc1 | -10 | -2 | -21 | 22 | 2 | -124 | -10 | -1
COc1ccc(CSc2nnnn2-c2ccc(C(=O)O)cc2)cc1 | 7 | 4 | -5 | -1.0 | -3 | -5 | -16 | -4
O=C(Oc1cccc2cccnc12)c1ccco1 | -6 | 2 | -1 | -2.0 | -5 | 37 | -4 | -7
COc1ccc(CCNC(=O)COC(=O)c2cnc(C)cn2)cc1 | -9 | -1 | 2 | -3.0 | 2 | -1 | -10 | -5
CCCCOc1ccccc1C1NC(=O)NC(C)=C1C(=O)OCc1ccco1 (centres undefined) | 3 | 0 | -5 | 1.8 | 4 | 3 | 6 | -4
CCOC(=O)c1nnn(-c2nonc2-c2ccccc2)c1C | -10 | 0 | 7 | -4.6 | -3 | -3 | 8 | -7
O=C(CCc1nnc(CCC2CCCCC2)o1)NCCc1cccnc1 | 2 | -1 | -4 | 1.6 | -1 | 3 | -5 | 0
S=C(Nc1ccccc1Cl)NC1CC2CCCC(C1)N2C1CC1 (centres undefined) | -7 | -1 | -3 | 0.1 | -2 | 18 | -4 | -9
CSCC[C@H](NC(=O)N1CCn2c1nc1ccccc12)C(=O)N[C@@H](C(=O)O)c1ccccc1 | 7 | 0 | 13 | -0.7 | -2 | 3 | -13 | -5
CCOC(=O)c1cnc(-n2nc(C)cc2C)nc1Nc1ccc(OC)cc1 | 22 | 1 | 10 | -0.1 | 0 | 11 | 12 | -5
Cc1ccc(-c2cc(C(=O)Nc3ccc(S(=O)(=O)Nc4ncccn4)cc3)[nH]n2)c(O)c1C | 11 | 10* | 7 | 5.2 | 0 | 6 | -1 | -4
COC1CCN(Cc2c(C(=O)N3CCN(C4CCCCC4)CC3)nc3ccccn23)CC1 | -8 | 1 | 2 | -0.9 | -4 | 6 | 3 | -8
CCn1c(CCCc2ccc(OC)c(C)c2)n[nH]c1=S | 9 | -2 | 3 | -0.4 | -3 | -14 | -3 | -4
c1ccc(COc2cncc(-c3cccnc3)c2)cc1 | 2 | 5 | 1 | -0.4 | -3 | -17 | 21 | -9

Assay outcomes as filed in PubChem.
